High-throughput results from PubChem.
CHRM5 antagonist: CHRM5 antagonism in calcium assay; CHO-hM5 cells, Fluo-8 calcium fluorescence, ACh EC80; P08912; 360,000 compounds, 0.59% hits; inhibition, % at 3 µM;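 active = inhibition above a per-plate cutoff, the mean of that plate's test compounds plus 3 SD, cut at about 27% in these data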;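 note: 0% = acetylcholine EC80 with DMSO and 100% = DMSO without agonist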
Target sequence (P08912 whole entry, looked up): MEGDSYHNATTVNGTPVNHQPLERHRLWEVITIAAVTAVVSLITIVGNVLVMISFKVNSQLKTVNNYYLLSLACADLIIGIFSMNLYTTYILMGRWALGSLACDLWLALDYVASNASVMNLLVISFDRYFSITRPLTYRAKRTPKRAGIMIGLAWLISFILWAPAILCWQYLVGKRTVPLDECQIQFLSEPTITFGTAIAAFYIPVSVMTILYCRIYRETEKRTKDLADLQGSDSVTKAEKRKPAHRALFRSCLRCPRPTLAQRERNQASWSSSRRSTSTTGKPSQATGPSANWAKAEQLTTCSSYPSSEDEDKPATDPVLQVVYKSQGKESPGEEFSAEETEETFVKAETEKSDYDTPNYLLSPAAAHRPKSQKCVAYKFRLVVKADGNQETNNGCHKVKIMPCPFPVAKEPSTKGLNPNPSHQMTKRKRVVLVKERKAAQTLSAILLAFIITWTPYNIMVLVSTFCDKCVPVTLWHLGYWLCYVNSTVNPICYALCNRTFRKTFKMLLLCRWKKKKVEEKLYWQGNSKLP
CHO-K1 Ca PAM: nonselective activator or artifact in parental CHO-K1 calcium assay; ATP EC20, Fluo-8 calcium fluorescence; 0% at ATP EC20, 100% at ATP max; activation, % at 3 µM; 360,000 compounds, 0.02% hits;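 active = activation above the run cutoff, the mean activation of all test compounds plus 3 SD, cut at about 40% in these data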;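 note: peak over basal fluorescence ratio in a 140 s read after ATP addition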
M4 PAM: positive allosteric modulators of human muscarinic M4 receptor; P08173; AID 624126; activation, % at 3 µM; 360,000 compounds, 0.4% hits; CHO-K1 hM4/Gqi5, Fluo-8 calcium fluorescence, ACh EC20; 0% = ACh EC20, 100% = maximal ACh;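 active = activation above its plate's cutoff, the mean activation of sample wells plus 3 SD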; note: some results filed as inactive read as strong as hits
Target sequence (P08173 whole entry, looked up): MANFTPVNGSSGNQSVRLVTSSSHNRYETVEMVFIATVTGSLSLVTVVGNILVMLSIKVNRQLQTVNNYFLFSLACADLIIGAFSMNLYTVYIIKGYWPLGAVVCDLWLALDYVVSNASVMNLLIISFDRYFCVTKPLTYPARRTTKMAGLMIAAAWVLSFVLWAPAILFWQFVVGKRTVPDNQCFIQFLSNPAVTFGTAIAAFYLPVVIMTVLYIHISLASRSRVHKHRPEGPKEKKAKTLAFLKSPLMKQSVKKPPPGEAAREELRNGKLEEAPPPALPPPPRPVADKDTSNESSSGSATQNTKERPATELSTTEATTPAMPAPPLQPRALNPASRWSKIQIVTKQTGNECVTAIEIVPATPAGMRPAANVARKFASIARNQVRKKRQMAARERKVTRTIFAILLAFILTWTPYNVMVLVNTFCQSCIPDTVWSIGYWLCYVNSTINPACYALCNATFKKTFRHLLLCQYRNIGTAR
M5 PAM: potentiates acetylcholine response at human M5 receptor; P08912; CHO-K1 hM5, Fluo-8 calcium, ACh EC20 PAM; 0% = ACh EC20, 100% = ACh EC100; activation, % at 3 µM; 360,000 compounds, 0.3% hits;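 active = activation above the run cutoff, the mean activation of all test compounds plus 3 SD, cut at about 18% in these data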
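Probe or stimulus: acetylcholine, EC20 level; Assay system: human M5 receptor in CHO-K1 cells; Schedule: compound preincubation 140 s before EC20 acetylcholine addition; Technique: intracellular calcium via Fluo-8 fluorescence; Dosing: single-point, 3 µM nominal; Read-out basis: percent activation from peak-over-basal fluorescence ratio, scaled EC20-to-EC100 acetylcholine; Repeats: one well per compound, no replicates.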
M5 ag: CHRM5 agonism in calcium assay; P08912; activation, % at 3 µM; 360,000 compounds, 0.19% hits; AID 624037; CHO-K1 hM5 cells, Fluo-8 calcium fluorescence; 0% DMSO wells, 100% maximal acetylcholine response;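 active = activation above the run's mean over test compounds plus 3 SD, cut at about 23% in these data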;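 note: signal is peak over basal fluorescence ratio across the kinetic read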
CHO-K1 Ca antag: counter-screen for M1 antagonists: effect in parental CHO-K1 cells; inhibition, % at 3 µM; 360,000 compounds, 0.6% hits; AID 602250; ATP-induced calcium, Fluo-8 fluorescence;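 active = inhibition above a per-plate cutoff, the plate's mean sample inhibition plus 3 SD, cut at about 24% in these data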;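 note: 0% = DMSO plus EC80 ATP and 100% = DMSO alone without ATP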
M1 ag parental: nonselective activator or artifact in parental CHO-K1 cells | AID 602248 | 360,000 compounds, 0.48% hits | Fluo-8 calcium fluorescence; scaled to maximal ATP response, vehicle zero | activation, % at 3 µM; in the data active = activation above about 15%;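 note: untransfected CHO-K1 host cells lacking M1 receptor as counterscreen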
M4 ag: CHRM4 agonism in calcium assay; P08173; CHO-K1 hM4/Gqi5, Fluo-8 calcium fluorescence; vehicle 0%, full acetylcholine response 100%; activation, % at 3 µM; 360,000 compounds, 0.14% hits; AID 624127;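 active = activation above the run mean over all test wells plus 3 SD, cut at about 32% in these data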;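 note: peak over basal fluorescence ratio per well then scaled between controls; 0% = DMSO wells and 100% = acetylcholine at EC100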
M4 antag: antagonists of human muscarinic M4 receptor (CHRM4). P08173. 360,000 compounds, 0.73% hits. CHO-hM4 cells, ACh EC80, Fluo-8 calcium fluorescence. AID 624125. inhibition, % at 3 µM;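 active = inhibition above its plate's cutoff, the mean inhibition of sample wells plus 3 SD, cut at about 27% in these data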;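 note: 0% = acetylcholine EC80 with DMSO and 100% = DMSO without agonist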
Numbers without * were called inactive.

The first 4 entries, ahead of the listing:
The line under a structure holds: CHRM5 antagonist, CHO-K1 Ca PAM, M4 PAM, M5 PAM, M5 ag, CHO-K1 Ca antag, M1 ag parental, M4 ag, M4 antag
> O=C(O)C1[C@H]2C(=O)N(Cc3cccs3)C[C@]23C=C[C@H]1O3 (some centres undefined)
 : -0.6, 9.4, -3.8, -1.1, -2.1, 5.2, 0.9, 0.3, 1.1
> CCOc1ccc(N)cc1OC
 : 3.7, 2.3, -1.8, 0.4, 2.1, -12.9, 0.6, 0.6, 5.3
> Cc1ccsc1C(C(=O)NC1CCCCC1)N(C(=O)c1csnn1)C1CC1 (centres undefined)
 : -3.5, 13.6, 0.0, -1.1, -1.1, -4.3, 2.7, 0.3, 7.5
> CCOC(=O)c1ccc2nc(C)c(CC)c(Cl)c2c1
 : 1.8, -2.2, -1.4, -7.0, -3.8, 0.6, -0.1, 0.1, 2.4

Results, from the first entry:
The line under a structure holds: CHRM5 antagonist, CHO-K1 Ca PAM, M4 PAM, M5 PAM, M5 ag, CHO-K1 Ca antag, M1 ag parental, M4 ag, M4 antag
> O=C(O)C1[C@H]2C(=O)N(Cc3cccs3)C[C@]23C=C[C@H]1O3 (some centres undefined)
 : -0.6, 9.4, -3.8, -1.1, -2.1, 5.2, 0.9, 0.3, 1.1
> CCOc1ccc(N)cc1OC
 : 3.7, 2.3, -1.8, 0.4, 2.1, -12.9, 0.6, 0.6, 5.3
> Cc1ccsc1C(C(=O)NC1CCCCC1)N(C(=O)c1csnn1)C1CC1 (centres undefined)
 : -3.5, 13.6, 0.0, -1.1, -1.1, -4.3, 2.7, 0.3, 7.5
> CCOC(=O)c1ccc2nc(C)c(CC)c(Cl)c2c1
 : 1.8, -2.2, -1.4, -7.0, -3.8, 0.6, -0.1, 0.1, 2.4
> CC(=O)Oc1ccc(C#C/C=C2\c3ccccc3C(=O)N2c2ccccc2)cc1
 : 7.8, 12.2, 6.6, -4.2, 5.0, -9.9, 2.9, 8.4, -4.9
> CC(=O)Nc1ccc2c(c1)nc(C)n2Cc1ccccc1
 : 24.3, -7.0, -5.4, -6.6, -4.7, 0.4, 0.2, 0.6, 14.6
> O=[N+]([O-])c1ccc(C(O)CNC(=S)Nc2ccccc2)cc1 (centres undefined)
 : -4.7, 4.5, -3.4, -1.2, 4.9, 11.1, 5.3, 7.3, -3.1
> CC(C)CC(NC(N)=O)C(=O)Nc1ccc(Oc2ccccc2)cc1 (centres undefined)
 : 2.0, 7.4, 0.5, -5.1, -2.2, -5.8, 0.6, 4.7, -1.2
> CCCCn1c(N)c(N(CCOC)C(=O)COc2ccc(Cl)cc2)c(=O)[nH]c1=O
 : 3.0, -3.2, 4.2, -2.5, -0.5, -0.3, -0.1, 0.2, -9.3
> Cc1cc(C(=O)N2CCCC2C(=O)O)c(C)o1 (centres undefined)
 : -0.5, 5.1, 4.0, -2.2, -0.3, 13.3, -0.1, -0.4, 3.1
> CC1(C(=O)Nc2cccc3ccccc23)CCN1C(=O)C1(c2ccccc2)CCCC1 (centres undefined)
 : -10.8, -3.7, 4.2, -4.3, -2.2, -4.5, -0.1, -1.4, -17.6
> Cn1c(=O)c2[nH]c(N=NNc3ccccc3F)nc2n(C)c1=O
 : 13.2, -0.2, -2.2, -1.8, -0.4, 0.3, 1.8, 9.8, 6.2
> COc1ccc(NC(=O)CN(C)C(=O)c2ccc(COc3ccccc3)cc2)cc1
 : 14.4, 0.7, 6.7, 3.9, 0.7, -11.0, 0.1, 0.9, 3.5
> COc1ccc(C(=O)NC2CC3CCCC(C2)N3Cc2ccccc2)c(OC)c1 (centres undefined)
 : 0.1, 0.5, -6.5, 2.4, -11.5, -7.0, -1.0, -0.9, 12.2
> COc1ccc2c(c1)CCCC2=O
 : 7.8, 16.5, 4.0, 7.2, 6.3, -9.0, 0.8, 0.5, -5.3
> O=C1CCCC/C1=N\Nc1ccc(OCc2ccccc2)cc1
 : -3.0, 14.7, -4.6, -2.9, 3.9, -8.6, 2.7, 3.8, 2.5
> Cc1nnc(SCC(=O)NC2CCCC2)n1-c1ccccc1
 : -6.5, 6.1, 2.0, 4.6, -2.0, -16.4, 0.3, 1.2, 10.1
> Cc1cc(C)c2c(N)c(C(=O)Nc3ccccc3Br)sc2n1
 : 0.7, 6.4, 2.2, 7.2, -1.3, -7.8, 0.3, 0.9, -6.0
> CCS(=O)(=O)NC(C)C(c1cccs1)N1CCN(c2ccc(F)cc2)CC1 (centres undefined)
 : -4.8, 22.4, 5.4, 1.0, 1.6, -8.1, 1.1, 1.9, -12.8
> O=C(CCNC(=O)c1ccccc1)OCC(=O)c1cccc(Cl)c1
 : 1.0, -8.0, 10.1, 10.0, -0.9, 4.8, 0.6, 0.4, 6.6

Some entries already given with just CHO-K1 Ca PAM:
compound	CHO-K1 Ca PAM
CCS(=O)(=O)NC(C)C(c1cccs1)N1CCN(c2ccc(F)cc2)CC1 (centres undefined)	22.4
O=C(CCNC(=O)c1ccccc1)OCC(=O)c1cccc(Cl)c1	-8.0

(listing goes on)
compound | CHRM5 antagonist | CHO-K1 Ca PAM | M4 PAM | M5 PAM | M5 ag | CHO-K1 Ca antag | M1 ag parental | M4 ag | M4 antag
NC(N)=NS(=O)(=O)c1ccc(NC(=S)NC(=O)Cc2ccc(Cl)cc2)cc1 | -5.1 | 0.9 | 0.1 | 6.3 | -21.4 | -1.5 | 0.5 | 0.1 | -0.3
O=C(O)C1C2C=CC(C2)C1C(=O)NCCCn1ccnc1 (centres undefined) | -0.8 | 16.5 | 2.1 | 1.0 | -5.0 | 1.3 | 0.5 | 0.0 | -4.6
CCN(C(=O)c1cc(S(=O)(=O)N2CCCCC2)c[nH]1)c1ccc(OC)cc1 | 5.6 | 0.6 | 1.1 | -7.3 | 2.5 | 3.1 | 3.5 | 7.1 | -15.4
CCOc1ccccc1NC(=O)c1cc(S(=O)(=O)N2CCC3(CC2)OCCO3)ccc1F | -2.6 | 18.2 | 12.2 | 0.3 | -2.6 | -11.6 | 0.5 | 0.7 | -3.3
CCOC(=O)c1c(C)[nH]c(C2=NNC(=Nc3ccccc3OC)SC2)c1C | 7.3 | -2.9 | 0.4 | 3.5 | -2.9 | 9.8 | -0.2 | 4.4 | -6.7
CCN(CC)c1ccc(S(=O)(=O)N2CCCCC2)cc1NC(=O)CSCc1c(C)noc1C | 4.3 | -18.5 | -9.7 | -13.6 | -7.6 | 8.7 | -0.2 | 4.2 | 0.4
CN(C)Cc1c[nH]c2nc[nH]c(=O)c12 | 14.0 | -4.3 | 6.2 | 5.3 | 1.7 | -3.8 | 0.6 | 0.0 | -4.2
COc1ccc(C(C)(C)C)cc1NC(=O)CCCN1C(=O)NC(C)(C)C1=O | 12.3 | 5.1 | 1.7 | 1.3 | 5.8 | -15.4 | 0.2 | 0.5 | 3.3
Cc1cc(C)c(OCCNC(=O)c2ccccc2Sc2ccccc2C#N)c(C)c1 | 6.4 | 5.9 | -6.7 | -2.7 | -1.0 | -2.4 | 0.7 | 1.2 | 2.6
CCCCC(=O)NNC(=O)CC(=O)Nc1ccccc1C(=O)O | 5.5 | -2.6 | -8.6 | -5.5 | -0.9 | -4.7 | -0.1 | 0.1 | 4.5
CCC1(c2ccc(F)cc2)NC(=O)N(CC(=O)NC2CCCC(C)C2C)C1=O (centres undefined) | -0.4 | -19.5 | 2.8 | -1.9 | 2.3 | -0.5 | -1.1 | 1.2 | 8.8
O=C(Nc1cccc(Cl)c1)Nc1ccccc1C(=O)O | 5.1 | 3.4 | 8.5 | -4.4 | 0.5 | -4.2 | 0.2 | 0.2 | -7.2
C=CCc1c(C)[nH]c2ccc(C)cc2c1=O | 2.7 | 13.8 | -0.3 | -3.9 | 1.1 | -11.2 | 1.4 | 1.5 | 2.7
ClC1(CNc2ccccc2)CCN(Cc2ccccc2)CC1 | 3.3 | -19.2 | -6.1 | -0.8 | -11.4 | 7.3 | 0.3 | -0.2 | 11.5
CCCCCCCC(=O)N/N=C/c1ccco1 | -6.8 | -8.5 | -3.5 | -12.4 | -6.9 | 20.8 | -0.1 | 0.1 | 8.0
CN(CC(=O)Nc1ccc(S(=O)(=O)N2CCCC2)cc1)CC(=O)Nc1cccc(F)c1 | 6.9 | 6.5 | -3.5 | 0.1 | 2.1 | 2.4 | 18.1* | 4.6 | -2.5
COc1ccccc1C(=O)N1CCN(Cc2nc3cc([N+](=O)[O-])ccc3n2C)CC1 | 13.9 | 3.9 | -13.1 | -12.3 | 1.4 | -13.3 | 3.8 | 16.1 | -7.6
O=C(CSc1nnc(-c2ccccn2)n1-c1ccc(Cl)cc1)Nc1ccc2c(c1)OCO2 | -8.1 | 22.8 | 2.8 | 1.1 | -2.3 | -9.0 | 0.4 | 1.1 | -13.8
O=C(O)c1cccc(Nc2ccncc2[N+](=O)[O-])c1 | 2.2 | -6.0 | -0.7 | -1.8 | -4.8 | -5.5 | 0.6 | 0.5 | 2.0
Cc1cccc(NC(=O)CCS(=O)(=O)c2ccc(Cl)cc2)c1 | 5.9 | 6.8 | 1.0 | -0.6 | -0.9 | -10.9 | 1.8 | 0.4 | 5.1
O=C(Cn1cnc2ccccc2c1=O)NCC1COc2ccccc2O1 (centres undefined) | 1.0 | 4.0 | -4.8 | -10.6 | -1.2 | -16.6 | 0.7 | 1.4 | 2.1
COC(=O)C(C(=O)OC)c1ccc(NC(=O)c2cccc(Cl)c2)cc1 | 9.4 | 6.4 | 11.0 | -1.0 | 2.3 | -11.0 | 0.5 | 0.3 | -23.9
CCOC(=O)N1CCN(C(=O)CSCc2nc(-c3ccccc3C)oc2C)CC1 | 8.6 | -3.0 | 0.7 | 1.3 | 3.2 | 0.1 | 2.0 | 5.3 | -1.4
COc1ccc(-n2nc(C(=O)NCC(=O)NCCC3=CCCCC3)c3ccccc3c2=O)cc1 | 4.0 | 9.8 | -2.9 | -3.7 | -2.3 | -15.1 | 3.4 | 9.0 | -13.0
CC(c1nc2ccccc2c(=O)[nH]1)N(C)CCOc1ccc(Cl)cc1 (centres undefined) | 4.2 | -3.8 | -7.7 | -1.0 | 2.3 | -3.0 | 2.9 | 7.4 | -12.1
